C-LANA FP: blocks KSHV LANA C-terminal domain binding to DNA; MBP-C-LANA/FAM-LBS DNA binding, fluorescence polarization; inhibition, % at 9 µM; actives 0.078% (n = 340,000); AID 504423;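 active = highest replicate inhibition at or above 60% at 9 µM, even if other replicates fall short; inactive = all replicates below 60% inhibition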;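 note: 0% = neutral control wells and 100% = 4 µM acridine orange control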
SR-BI DiI-HDL act: enhances SR-BI lipid uptake from DiI-HDL | CHO ldlA[mSR-BI] cells, DiI-HDL uptake fluorescence, 3 h; 100 = double the neutral-control signal | activation, % at 12.5 µM | actives 0.096% (n = 320,000) | AID 504775;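 active = mean replicate activation of at least 60% and every replicate at or above 60%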;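 note: 0% = median plate neutral-control signal and 100% = twice that signal; values of inactives mirror those of a sister screen read the other way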
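Material: SR-BI-overexpressing, LDLR-lacking CHO cells | Dosing: Single compound concentration, delivered by pin transfer | Probe or stimulus: Labelled HDL, 10 µg/mL | Signal: Bottom-read cell fluorescence after medium removal, ex 550/em 595 nm | Schedule: 3 h, 37 °C | Evaluation: HDL uptake via cellular fluorescence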
SR-BI HDL uptake: blocks mouse SR-BI lipid uptake from DiI-HDL. actives 0.96% (n = 320,000). ldlA[mSR-BI] CHO cells, DiI-HDL uptake fluorescence, 3 h. Q61009. inhibition, % at 12.5 µM. AID 488896;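 active = mean replicate inhibition of at least 70% and a set share of replicates each scoring 70 or more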;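 note: 0% = median of neutral control wells and 100% = median of positive control wells; values of inactives mirror those of a sister screen read the other way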
PvdQ inh: blocks Pseudomonas aeruginosa PvdQ acylase activity | inhibition, % at 10 µM | actives 0.063% (n = 340,000) | purified PvdQ acylase, fluorescence plate reader; in the data active = inhibition above about 30%, passing the limit was not always enough;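 note: 0% = vehicle neutral wells and 100% = reference inhibitor wells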
Arr AP2 block: blocks beta-arrestin peptide binding to AP2 adaptin; AID 504490; actives 0.31% (n = 340,000); FITC-arrestin peptide / GST-AP2 beads, flow cytometry; AP2 beta2 appendage carries R879A mutation; inhibition, % at 10 µM;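 active = inhibition above a set limit, near 3 SD of compounds lacking own fluorescence, cut at about 54% in these data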;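 note: plate controls were DMSO wells for no effect and 5 µM unlabelled arrestin peptide for full effect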
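test system = AP2 appendage R879A on GSH beads | buffer or medium = PBS plus Tween 20 (0.05%) and BSA (0.1%) | incubation = 12 min plus 1 h, RT | detection = bead flow cytometry, FITC channel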
RTF Ca sens inh: cardiac RTF calcium desensitization. IANBD-labeled cardiac RTF, Ca2+ fluorescence. inhibition, % at 7.15 µM. actives 0.12% (n = 340,000). AID 493244;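 active = inhibition above the mean inhibition of all tested compounds plus 3 SD, cut at about 17% in these data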;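 note: assay run at fixed EC70 calcium of 1.6 mM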
PKA-R2B act: activates the human PKA-R2B holoenzyme complex. actives 0.079% (n = 340,000). activation, % at 11.4 µM. P22694+P31323. PKA-R2B holoenzyme dissociation, Cy5-IP20 fluorescence polarization; R2B truncated from residue 108, S112A mutant; 0% DMSO only, 100% 113 µM cGMP;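 active = activation above a cutoff set at the mean over all compounds plus 3 SD, cut at about 18% in these data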;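 note: higher means more holoenzyme dissociation and a rise in polarization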
Keap1 Nrf2 FP: inhibitors of human Keap1-Nrf2 protein-protein interaction. Q14145. Keap1 Kelch-Nrf2 peptide fluorescence polarization, 1536-well. inhibition, % at 9.4 µM. actives 0.15% (n = 340,000). AID 504523; in the data active = inhibition above about 12%;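 note: human Keap1 Kelch domain with fluorescein labeled Nrf2 9mer peptide probe; 0% = neutral control wells and 100% = peptide positive control; higher means more block of Keap1 binding to Nrf2 peptide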
NSD2 HMT inh: inhibitors of human histone methyltransferase NSD2; O96028; NSD2 peptide methylation, AlphaScreen, 120 min; actives 0.54% (n = 310,000); AID 743445; inhibition, % at 12.5 µM; in the data active = inhibition above about 50%
DAGLB inh: blocks human DAGLB lipase activity. Q8NCG7. HEK293T DAGLB membrane lysate, EnzChek fluorogenic substrate. inhibition, % at 5.17 µM. actives 0.059% (n = 340,000). AID 504411; in the data active = inhibition above about 34%;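 note: 0% = enzyme with vehicle and 100% = wells lacking enzyme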
Target sequence (Q8NCG7 whole entry, looked up): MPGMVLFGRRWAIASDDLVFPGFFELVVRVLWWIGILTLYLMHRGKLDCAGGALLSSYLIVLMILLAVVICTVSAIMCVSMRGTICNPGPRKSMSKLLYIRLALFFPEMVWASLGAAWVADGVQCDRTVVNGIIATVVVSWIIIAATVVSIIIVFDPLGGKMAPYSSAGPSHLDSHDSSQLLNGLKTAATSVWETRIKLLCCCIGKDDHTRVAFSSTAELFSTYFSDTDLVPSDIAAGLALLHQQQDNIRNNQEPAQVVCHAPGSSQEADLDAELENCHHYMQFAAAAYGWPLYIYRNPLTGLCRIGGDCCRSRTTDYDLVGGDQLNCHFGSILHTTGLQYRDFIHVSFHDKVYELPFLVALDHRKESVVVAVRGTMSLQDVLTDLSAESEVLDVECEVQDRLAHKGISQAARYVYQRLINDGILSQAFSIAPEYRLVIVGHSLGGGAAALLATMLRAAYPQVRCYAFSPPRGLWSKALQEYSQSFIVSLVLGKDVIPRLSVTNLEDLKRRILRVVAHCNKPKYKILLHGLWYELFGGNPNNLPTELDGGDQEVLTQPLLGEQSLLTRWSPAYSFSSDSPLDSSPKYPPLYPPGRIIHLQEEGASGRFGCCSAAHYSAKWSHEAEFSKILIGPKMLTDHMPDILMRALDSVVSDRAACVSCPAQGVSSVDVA
* marks the source's active call; other numbers are inactive results; nt = not tested or not shown. This is a random part of the collection; 2.1% or so of the library scored in one or more.

Results follow in this order: C-LANA FP, SR-BI DiI-HDL act, SR-BI HDL uptake, PvdQ inh, Arr AP2 block, RTF Ca sens inh, PKA-R2B act, Keap1 Nrf2 FP, NSD2 HMT inh, DAGLB inh
1) O=C(NCC(=O)N(c1cccnc1)C(C(=O)NC1CCCC1)c1ccccc1F)c1ccco1 (configuration not stated)
 : -0.5, nt, nt, -5, -5, -1, 4, 1, nt, 0
2) O=C(Nc1ccccc1Cl)OCc1cncs1
 : -0.1, -11, 11, -1, 11, -14, 2, 0, -1, 2
3) CC(=O)c1c(C)nc2ccccn12
 : 0.7, 37, -37, -6, -21, -7, -2, 1, -1, 2
4) COc1ccc(NC(=O)N2CCc3ccccc3C2)c(OC)c1
 : -0.4, -27, 27, -12, -2, 3, 0, 2, nt, 3
5) O=C(C1CCN(Cc2nc(Cc3cccc(F)c3)no2)CC1)N1CCOCC1
 : -1.6, 14, -14, -10, -3, -3, 8, 4, 0, -1
6) CC1=NN(C(=O)CSCc2ccccc2)C(O)(c2ccccc2)C1 (configuration not stated)
 : 0.9, 9, -9, -5, 30, -6, -2, 2, 0, 2
7) CCc1cccc(NC(=O)Cn2cccc2)c1
 : 3.1, 9, -9, -7, 3, -2, -1, 2, 1, -1
8) COc1ccc(NC(=O)Cn2nnc(C(=O)NCc3ccc4c(c3)OCO4)c2N)c(OC)c1
 : 0.3, -15, 15, -8, 4, -3, -6, 0, 0, 1
9) COc1ccc(CCNC(=O)c2cc3c(=O)n4ccccc4nc3n(CCCN3CCOCC3)c2=N)cc1OC
 : -2.1, nt, nt, -5, 1, -1, 1, -2, 11, 1
10) Cc1cccc(N2NC(=O)/C(=C/c3ccc(-c4ccc(Cl)c(C(=O)O)c4)o3)C2=O)c1
 : 12, 14, -14, -13, 14, -6, 15, -6, 76*, 2
11) CC(CN1CCCCC1)OC(=O)c1cc2ccccc2o1 (configuration not stated)
 : -2.0, nt, nt, 5, 12, 3, 0, 3, 8, 0
12) CC(C)(C)[C@H]1C=C(C(=O)NC2CC2)O[C@@H](OCc2ccc(CO)cc2)C1
 : -2.3, 6, -6, -18, 21, -9, -9, -2, nt, -1
13) COc1ccc(NC(=O)NNC(=O)c2ccc3ccccc3c2O)cc1OC
 : 0.3, -115, 115*, -5, -11, 5, -15, 0, 1, 1
14) CCOc1ncccc1C(=O)OC(C)C(=O)Nc1ccc(N2CCOCC2)cc1 (configuration not stated)
 : -0.2, -3, 3, -1, 30, -6, -4, -3, -2, 2
15) CCCCCC#CCN1CCN(C23CC4CC(CC(C4)C2)C3)CC1
 : -0.6, 6, -6, -15, -19, 2, -3, -2, nt, 1
16) CSc1ccccc1NC(=S)NCc1ccc(Cl)cc1
 : 2.8, -25, 25, -7, 7, 0, 2, -1, nt, 1
17) COc1ccc(S(=O)(=O)NC(C)C(=O)N2CCCC2)cc1Cl (configuration not stated)
 : 1.7, -3, 3, 6, 7, -6, 2, -6, -1, -2
18) O=C(Nc1nn[nH]n1)c1ccc(S(=O)(=O)N2CCCCC2)cc1
 : -1.2, 2, -2, -15, -29, -16, 3, -3, -4, 2
19) COc1cc(-c2nc(C(=O)NC3CCN(Cc4ccccc4)CC3)cc3c2[nH]c2ccccc23)cc(OC)c1OC
 : -0.6, -23, 23, -2, 5, 4, -10, -1, nt, -6
20) C/C(=N\NC(=O)c1cccc(N/N=C(\C)c2ccco2)c1)c1ccco1
 : 0.7, -21, 21, -1, 5, 6, -1, -6, 3, 5
21) O=C(CN1C(=O)NC2(CCCC2)C1=O)Nc1ccccc1
 : -0.2, nt, nt, 0, 15, -9, 1, -1, -4, -2
22) CC(C)(C)c1cc(NCc2ccccn2)n2ncc(-c3ccccc3)c2n1
 : 3.0, -17, 17, -4, 38, -4, -7, 4, -3, -17
23) Cc1ccc(CNC(=O)CNC(=O)[C@@H]2Cc3ccccc3CN2)cc1
 : 1.2, 20, -20, 3, -5, -2, 2, -2, -1, 1
24) O=C(O)c1ccccc1NCc1ccco1
 : 0.5, 18, -18, 8, 31, -4, -5, -1, -2, 0
25) CCOC(=O)[C@@H](C)N(C(=O)OC(C)(C)C)S(=O)(=O)N(Cc1ccccc1)[C@H](C(=O)OC)C(C)C
 : -0.4, 10, -10, -18, 2, -7, -19, -1, nt, -22
26) CC(=O)Nc1ccc(Nc2nc(-c3sc(C)nc3C)cs2)cc1
 : -0.9, -74, 74*, 3, -9, 4, 2, 3, 0, 3
27) Cc1ccc(S(=O)(=O)Nc2cccc(/C=C/C(=O)O)c2)cc1
 : 0.6, 4, -4, 7, 10, -5, -5, -3, 1, -3
28) Cc1onc(-c2ccccc2)c1C(=O)N/N=C/c1cc(Br)c(O)c(Br)c1
 : 0.7, 19, -19, -6, 4, -7, 0, -3, 3, 8
29) Cc1c(Cc2ccccc2)c(=O)oc2cc(OCC(=O)NCc3ccccn3)ccc12
 : 6.5, 0, 0, 1, 2, -6, -6, 0, 1, -1
30) CC/C(=N\NC(=O)c1nnn(-c2nonc2N)c1-c1cccs1)c1ccccc1
 : -1.1, 5, -5, -9, 10, -5, 2, 2, -11, -2

Profiles from above:
`CCc1cccc(NC(=O)Cn2cccc2)c1` across the screens: C-LANA FP = 3.1; SR-BI DiI-HDL act = 9; SR-BI HDL uptake = -9; PvdQ inh = -7; Arr AP2 block = 3; RTF Ca sens inh = -2; PKA-R2B act = -1; Keap1 Nrf2 FP = 2; NSD2 HMT inh = 1; DAGLB inh = -1
`Cc1onc(-c2ccccc2)c1C(=O)N/N=C/c1cc(Br)c(O)c(Br)c1` across the screens: C-LANA FP = 0.7; SR-BI DiI-HDL act = 19; SR-BI HDL uptake = -19; PvdQ inh = -6; Arr AP2 block = 4; RTF Ca sens inh = -7; PKA-R2B act = 0; Keap1 Nrf2 FP = -3; NSD2 HMT inh = 3; DAGLB inh = 8

Back to the main list, repeating the two entries before the break.
Results follow in this order: C-LANA FP, SR-BI DiI-HDL act, SR-BI HDL uptake, PvdQ inh, Arr AP2 block, RTF Ca sens inh, PKA-R2B act, Keap1 Nrf2 FP, NSD2 HMT inh, DAGLB inh
29) Cc1c(Cc2ccccc2)c(=O)oc2cc(OCC(=O)NCc3ccccn3)ccc12
 : 6.5, 0, 0, 1, 2, -6, -6, 0, 1, -1
30) CC/C(=N\NC(=O)c1nnn(-c2nonc2N)c1-c1cccs1)c1ccccc1
 : -1.1, 5, -5, -9, 10, -5, 2, 2, -11, -2
31) O=C1C2CC=C(Cl)CC2C(=O)N1c1ncn[nH]1 (configuration not stated)
 : 0.3, 12, -12, -1, 15, 3, -4, 3, 12, 3
32) Cc1ccc(S(=O)(=O)Nc2c(C)nc3nc(C)[nH]n3c2=O)c(C)c1
 : -1.8, nt, nt, 2, 24, 12, -2, -1, 2, -1
33) Cn1cnnc1SCc1ccc(C#N)cc1
 : 2.2, 25, -25, -14, -3, -3, 6, -3, 43, -1
34) O=C(Cc1c(Cl)cccc1Cl)OCC(=O)N1CCc2ccccc2C1
 : 3.0, 2, -2, -8, 2, 4, 4, -8, 0, -2
35) Cc1ccc(NC(=O)CCS(=O)(=O)c2cccc3nonc23)c(Cl)c1
 : -0.2, 10, -10, -14, -7, -18, -2, -5, -2, -2
36) COc1ccc(OC)c(-n2c(CN3CCC(C(N)=O)CC3)nc3ccccc3c2=O)c1
 : 0.3, 15, -15, -1, 10, -9, 9, 5, 7, 0
37) CCCC(=O)OCCn1c(Br)nc2c1c(=O)[nH]c(=O)n2C
 : 1.6, -6, 6, 10, 7, 7, 6, -2, nt, -2
38) CCN(CC)CCNC(=O)Cn1cnc2sc(C)c(S(=O)(=O)N3CC(C)CC(C)C3)c2c1=O (configuration not stated)
 : -0.8, nt, nt, -10, 24, -2, 1, 3, 1, 3
39) Cc1c(C)c2c(OCC(=O)NCc3ccccn3)cc3c(c2oc1=O)CCC(C)(C)O3
 : 0.7, -29, 29, -22, 9, -1, -8, 0, nt, -3
40) CCN(CC(=O)Nc1ccc(NC(C)=O)cc1)CC(=O)Nc1ccc(Cl)c(Cl)c1
 : 4.4, -36, 36, -6, -2, -14, 3, -3, 21, 0
41) CC(C)(C)c1ccc(NC(=O)CSc2nnc(-c3n[nH]c4ccccc34)o2)cc1
 : 1.6, 37, -37, -21, -4, -2, -4, 2, -1, -4
42) Cc1ccc(OCC(=O)NC2CCS(=O)(=O)C2)c([N+](=O)[O-])n1 (configuration not stated)
 : 0.2, -3, 3, -7, 2, -9, 1, 1, -1, 0
43) COCCNC(=O)Cn1cc(C(=S)N2CCOCC2)c2ccccc21
 : -2.3, 9, -9, -6, -18, -9, -3, -2, -1, 4
44) COc1ccc(S(=O)(=O)c2ccccc2)cc1NS(=O)(=O)c1cccc(C(=O)O)c1
 : 0.5, 7, -7, -15, -10, -1, -5, -2, 2, 1
45) O=C(Nc1nc(-c2ccccc2)cs1)c1ccc(Br)o1
 : -1.3, -34, 34, 17, 27, 4, -6, -2, 1, -13
46) Cc1ccccc1C(=O)Nc1ccnn1C1CCN(Cc2cccnc2)CC1
 : -3.1, 3, -3, -13, -9, -3, 3, -7, -1, -2
47) O=S(=O)(c1ccccc1)N(Cc1cccc(F)c1)c1ccccc1
 : -0.1, nt, nt, -5, 6, -3, 9, -4, -4, -6
48) CCn1c(SCC(=O)c2cc(C)n(CC3CCCO3)c2C)nc2ccccc21 (configuration not stated)
 : -0.8, -49, 49, -11, -4, -7, 0, -5, 8, 0
49) CC(C)n1cnc2cc(NC(=O)c3ccco3)ccc21
 : 2.1, 10, -10, 2, 17, 10, -8, 0, -5, 2
50) CCN(CC)S(=O)(=O)c1cccc(NC(=O)CCNC(=O)c2ccccc2Cl)c1
 : 0.4, nt, nt, -1, 26, -11, 3, 4, -1, -1
51) COc1ccc(/C=N/Nc2nc(C)cc(=O)[nH]2)cc1OC
 : -0.2, 13, -13, 7, 25, -1, 3, -2, 2, -2
52) CCN(Cc1nc2cc(Cl)ccc2c(=O)[nH]1)C(=O)c1nn(C)c(=O)c2ccccc12
 : 1.0, 6, -6, -13, -23, -8, -2, -4, 0, -2

Some values from the entries so far.
compound 44 – SR-BI DiI-HDL act: 7
compound 45 – SR-BI HDL uptake: 34

Compound activity from PubChem.
